Screens: PubChem BioAssay, National Center for Advancing Translational Sciences (NCATS)
Pol iota inh: blocks human DNA polymerase iota activity; Q9UNA4; Pol iota fluorescent replication assay, 10 min; Potency, µM (doses to about 115 µM), for the others: at the top dose activity, negative = inhibition, usual class: inhibitors; actives 1% (n = 390,000); AID 588590; note: potency is the fitted concentration of half-maximal effect
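Fluorescent replication assay read twice, at 0 min and 10 min after adding 50 nM (final) substrate. Enzyme (10 nM) and compounds were first incubated 15 min at room temperature; enzyme-free buffer wells were negative controls.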
GRP78 ERSR act: ER stress response induction in glioma; Potency, µM, for the others: at the highest dose activation, usual class: activators; actives 0.02% (n = 420,000); AID 602332; U87-MG GRP78 promoter luciferase reporter, 16 h; note: potency is the fitted concentration of half-maximal effect; series mostly up to about 76 µM; % of control where 0% means no effect; nearly all actives have a fitted effect of over 35% in size
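Stably transfected U87-MG glioma cells carrying a GRP78-based luciferase sensor; 16 h compound incubation. Luminescence end-point read 10 min after Bright-Glo addition at room temperature.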
POLK inh: DNA polymerase kappa (human) inhibition; purified Pol kappa, fluorescent DNA synthesis assay, 10 min; Potency, µM (highest dose often 107 µM), for inactives: at the top dose activity, negative = inhibition, usual class: inhibitors; actives 0.53% (n = 400,000); AID 588579; note: potency is the fitted concentration of half-maximal effect; % is set by controls: 0 for no effect and ±100 for the full control effect
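Fluorescent qHTS in 1536-well format: enzyme (10 nM) and compound sat 15 min at room temperature before 50 nM substrate (final) was added. Signal taken at 0 and 10 min; no-enzyme buffer wells were negative controls.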
Pol eta inh: DNA polymerase eta (human) inhibition; Potency, µM (doses to about 114 µM), inactives show at the top dose activity change, negative = inhibition, hits mostly inhibitors; AID 588591; recombinant Pol eta, fluorescent DNA replication assay; actives 1.2% (n = 390,000); Q9Y253; note: potency is the fitted concentration of half-maximal effect; % is set by controls: 0 for no effect and ±100 for the full control effect
Target sequence (Q9Y253 whole entry, looked up): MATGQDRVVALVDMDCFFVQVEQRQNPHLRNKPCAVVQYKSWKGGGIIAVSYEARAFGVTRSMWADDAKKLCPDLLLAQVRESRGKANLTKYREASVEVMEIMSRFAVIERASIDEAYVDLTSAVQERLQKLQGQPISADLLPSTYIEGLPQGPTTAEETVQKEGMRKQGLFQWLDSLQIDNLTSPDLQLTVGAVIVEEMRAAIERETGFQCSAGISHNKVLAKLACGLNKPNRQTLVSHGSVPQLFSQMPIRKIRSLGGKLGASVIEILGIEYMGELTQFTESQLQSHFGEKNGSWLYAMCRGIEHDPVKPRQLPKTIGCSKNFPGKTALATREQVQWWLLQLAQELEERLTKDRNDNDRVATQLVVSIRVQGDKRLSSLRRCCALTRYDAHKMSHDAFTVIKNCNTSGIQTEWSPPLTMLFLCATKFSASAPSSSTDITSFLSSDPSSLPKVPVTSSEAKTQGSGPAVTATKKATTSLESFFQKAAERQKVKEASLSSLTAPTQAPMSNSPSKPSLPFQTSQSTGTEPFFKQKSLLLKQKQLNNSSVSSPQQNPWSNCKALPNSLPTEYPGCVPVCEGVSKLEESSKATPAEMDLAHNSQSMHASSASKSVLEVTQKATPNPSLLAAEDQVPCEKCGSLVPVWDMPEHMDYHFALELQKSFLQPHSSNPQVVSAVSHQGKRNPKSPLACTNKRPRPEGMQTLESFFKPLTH
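Pol eta at 10 nM preincubated with compounds 15 min at room temperature; reaction started with fluorescent substrate (50 nM final) and read kinetically at 0 and 10 min.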
Apoferritin bind: candidate novel general anesthetic via apoferritin binding | P02791 | actives 0.074% (n = 350,000) | Potency, µM (top dose mostly 77.5 µM), inactives show at the top dose activity change, negative = displacement, usual class: inhibitors | AID 485281 | apoferritin/1-aminoanthracene competitive binding, fluorescence; note: potency is the fitted concentration of half-maximal effect; % is set by controls: 0 for no effect and ±100 for the full control effect; nearly all actives have a fitted effect of over 20% in size
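In PBS, apoferritin at 10 uM is loaded with 1-AMA from a 50% saturated solution. After 10 min of compound exposure at ambient temperature, reduced 535 nm fluorescence indicates probe displacement.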
APE1 inh: APE1 (human) endonuclease inhibition | P27695 | recombinant APE1, TAMRA/BHQ-2 abasic DNA cleavage fluorescence | Potency, µM (highest dose often 65.8 µM), for inactives: at the highest dose activity change, negative = inhibition, actives largely listed as inhibitors | actives 0.35% (n = 350,000) | AID 2517;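 note: potency is the fitted concentration of half-maximal effect; plate controls were vehicle for no effect and reference inhibitor for full effect; nearly all actives have a fitted effect of over 55% in size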
Target sequence (P27695 whole entry, looked up): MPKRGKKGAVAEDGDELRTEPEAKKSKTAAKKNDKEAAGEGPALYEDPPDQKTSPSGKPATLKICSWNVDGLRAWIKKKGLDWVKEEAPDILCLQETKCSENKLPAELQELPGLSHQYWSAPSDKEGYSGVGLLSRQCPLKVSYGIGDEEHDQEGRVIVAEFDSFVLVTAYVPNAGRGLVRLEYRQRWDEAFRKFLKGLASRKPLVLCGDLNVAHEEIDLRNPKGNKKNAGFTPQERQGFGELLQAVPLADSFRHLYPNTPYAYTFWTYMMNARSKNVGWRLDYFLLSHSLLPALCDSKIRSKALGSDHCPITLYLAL
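Kinetic fluorescence read (525 ex/598 em nm, three reads 60 s apart) of AP-site incision; signal = third minus first read. Enzyme 0.75 nM, dual-labelled THF duplex 50 nM, compound preincubation 15 min RT.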
POLB inh: blocks human DNA polymerase beta activity; P06746; Pol beta primer extension/strand displacement, fluorescence kinetic; Potency, µM (doses to about 114 µM), for the others: top-dose activity change, negative = inhibition, actives largely listed as inhibitors; actives 1.3% (n = 340,000); AID 485314; note: potency is the fitted concentration of half-maximal effect; % is set by controls: 0 for no effect and ±100 for the full control effect
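Pol beta (10 nM) was preincubated with compound for 15 min at room temperature. The reaction was then started with 50 nM substrate and read immediately and after a further 10 min at room temperature.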
BLM helicase inh: Bloom syndrome helicase (human) inhibition | P54132 | recombinant BLM DNA unwinding, fluorescence dequenching | Potency, µM (doses to about 56.1 µM), for the others: top-dose activity change, negative = inhibition, hits mostly inhibitors | actives 0.2% (n = 350,000);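 note: potency is the fitted concentration of half-maximal effect; plate controls were vehicle for no effect and no enzyme for full effect; nearly all actives have a fitted effect of over 35% in size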
LDHA block: LDHA (human) enzyme inhibition; activity change, % (values are at about 110 or 230 µM); purified LDHA, NADH/diaphorase-resazurin fluorescence; stronger effect = lower value; actives 0.15% (n = 480,000); P00338; in the data active = activity change below about -30%; inconclusive = mostly about -25% to -30%;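 note: plate controls were DMSO wells for no effect and wells without enzyme for full effect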
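Enzyme activity of human lactate dehydrogenase 5 (2 nM; 0.06 mM NADH, 0.2 mM pyruvate, 5 min, RT) is measured via a resazurin/diaphorase fluorescence readout of residual NADH.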
Active calls of the source: *; ? = inconclusive; / = not tested or not shown; & = joins results of further samples; [ ] = remark or other dose. Unless noted, calls come from the whole dose curve; as a rule, active = well fitted curve in the direction sought with a large enough effect; inconclusive = small, poorly fitted or top-dose-only effect, or another doubt; inactive = no such curve, though single readings can be large; an effect the other way counts as inactive or inconclusive. A portion of the library; count on the stated rates, not on these rows.

Pol iota inh,GRP78 ERSR act,POLK inh,Pol eta inh,Apoferritin bind,Structure,APE1 inh,POLB inh,BLM helicase inh,LDHA block
0%,-2%,-3%,-19%,-5%,Cc1ccc(S(=O)(=O)N2CCOCC2)cc1NC(=O)COC(=O)c1ccc(OCc2c(C)noc2C)cc1,7%,11%,-4%,2
30%[activator],-4%,-4%,1%,-8%,COc1cc(S(=O)(=O)NCC2COCCO2)ccc1-n1cnnn1 (centres undefined),1%,-27%,0%,-2
4%,-1%,-5%,-5%,-22%,O=C(N/N=C/c1ccccc1F)c1ccc(COc2ccccc2Cl)o1,?,-1%,1%,-2
100%[activator],-3%,-1%,-12%,-10%,O=C(Nc1ccc(Cl)cc1Cl)c1ccc(Br)o1,10%,35%,-4%,8
22%,-6%,-8%,?,-4%,CCn1nc(C)c(CN2CCc3c([nH]c4ccccc34)C2C(C)(C)C)c1C (centres undefined),?,3%,-3%,-2
14%,-2%,-4%,-2%,?,CCc1nc(SCC(=O)N2CCCc3ccccc32)c2oc3ccccc3c2n1,1%,18%,-7%,0
3%,-7%,-11%,-3%,-7%,O=C(N/N=C/c1cccc2ccccc12)c1ccncc1,-1%,20%,-11%,-2
-14%,4%,2%,-3%,-14%,Cc1cc([N+](=O)[O-])cnc1Sc1nccn1C,13%,2%,1%,-2
-14%,-6%,0%,-21%,-20%,CCN1C(=O)[C@H]2[C@@H](c3ccc(C)cc3)N3C(=O)N(c4cccc(C)c4)C(=O)[C@@]3(Cc3ccccc3)[C@H]2C1=O,-6%,1%,-6%,-4
8%,-1%,-8%,-14%,6%,O=C(Nc1ccc(F)cc1)Nc1ccc2snnc2c1,/,9%,-8%,1
22%,2%,-15%,-10%,-7%,COCCNC(=O)CSc1nc2cc3c(cc2c(=O)n1Cc1ccco1)OCO3,-1%,-1%,0%,0
0%,-1%,-2%,-12%,-8%,O=C(Nc1ccc(Cl)cc1)Nc1nc(-c2sccc2Br)cs1,-2%,22%,-2%,-7
?,1%,-24%,-17%,-7%,O=C(COc1ccc(F)cc1)NN1C(=O)CSC1=S,-3%,0%,-3%,2
-7%,2%,-11%,-4%,134%[activator],CC1=C(C(=O)OCCOC(C)C)C(c2cccnc2)C2=C(CCCC2=O)N1 (centres undefined),-1%,1%,1%,-3
?,-7%,-6%,-12%,-6%,COc1ccc(C(=O)NCc2ncccc2C)cc1OC1CCN(C(C)=O)CC1,27%,27%,-1%,2

Next part, starting with the last 3 of the part before.
Pol iota inh,GRP78 ERSR act,POLK inh,Pol eta inh,Apoferritin bind,Structure,APE1 inh,POLB inh,BLM helicase inh,LDHA block
?,1%,-24%,-17%,-7%,O=C(COc1ccc(F)cc1)NN1C(=O)CSC1=S,-3%,0%,-3%,2
-7%,2%,-11%,-4%,134%[activator],CC1=C(C(=O)OCCOC(C)C)C(c2cccnc2)C2=C(CCCC2=O)N1 (centres undefined),-1%,1%,1%,-3
?,-7%,-6%,-12%,-6%,COc1ccc(C(=O)NCc2ncccc2C)cc1OC1CCN(C(C)=O)CC1,27%,27%,-1%,2
93%[activator],-5%,-24%,1%,-12%,CC(NC(=O)Cc1ccc(NS(=O)(=O)c2cccc(C(F)(F)F)c2)cc1)c1ccccn1 (centres undefined),30%[activator],24%,-3%,-2
9%,-7%,-7%,-15%,3%,Cc1ccc(C(=O)n2cnnc2N)cc1C,14%,0%,-4%,0
-4%[58.9 µM],-3%,-10%,-7%,-5%,Cc1cc(=O)oc(C)c1C(=O)NCC1COc2ccccc2O1 (centres undefined),0%,2%,-3%,-3
0%,-2%,-5%,-7%,-9%,COc1ccc(CN2C(=O)CCCc3ccccc32)cc1,-2%,-27%,1%,-2
53%[activator],-5%,8%,-20%,-6%,CCC1(CC)NC(=O)N(CC(=O)OCC(=O)Nc2ccccc2[N+](=O)[O-])C1=O,-9%,-3%,1%,-5
69%[activator],0%,-9%,-5%,-6%,Nc1nc(-c2ccco2)nn1S(=O)(=O)c1ccc(Cl)cc1,-3%,-1%,-2%,-1
1%,-1%,8%,-7%,-3%,Cc1cccc(C)c1NC(=O)CNC(=O)Cc1ccc(Br)cc1,-4%,-10%,2%,3
/,/,/,/,-1%,CCOC(=O)c1cnc(SCC(=O)Nc2ccc(N3CCOCC3)cc2)nc1N,0%,-3%,-2%,/
-13%,-4%,2%,-15%,49%[activator],COc1cccc(Cn2nnc(C(=O)Nc3cc(Cl)ccc3OC)c2N)c1,7%,-2%,-2%,-12
15%,-3%,8%,21%,-10%,O=C(CNC(=O)c1ccccc1)OCC(=O)N1N=C(c2ccc(Cl)cc2)CC1c1ccco1 (centres undefined),-7%,-18%,-11%,0
21%,-4%,9%,-20%,?,O=C1CC(c2c(F)cccc2Cl)c2c(ccc3ccccc23)N1 (centres undefined),/,7%,-7%,1
-8%,-4%,-4%,-10%,-3%,CCOC(=O)c1[nH]c(C)c(C(=O)NCCN2CCOCC2)c1C,13%,11%,-1%,-16
59%[activator],-5%,-14%,-6%,-15%,CC(OC(=O)c1cc(-c2cccnc2)nc2ccccc12)C(=O)Nc1ccc2ccccc2c1 (centres undefined),1%,-3%,0%,0
27%,1%,-17%,-11%,-7%,Cc1sc2nc(C)n(/N=C/c3ccccc3)c(=O)c2c1C,-4%,15%,0%,0
6%,-1%,-13%,-12%,/,CC(=O)c1cccc(NC(=O)C(C)OC(=O)CCC2CCCCC2)c1 (centres undefined),3%,/,/,-3

Part of the list above, reformatted.
molecule,Pol iota inh,GRP78 ERSR act,POLK inh,Pol eta inh,Apoferritin bind,APE1 inh,POLB inh,BLM helicase inh,LDHA block
Nc1nc(-c2ccco2)nn1S(=O)(=O)c1ccc(Cl)cc1,69%[activator],0%,-9%,-5%,-6%,-3%,-1%,-2%,-1
Cc1sc2nc(C)n(/N=C/c3ccccc3)c(=O)c2c1C,27%,1%,-17%,-11%,-7%,-4%,15%,0%,0
Cc1cc(=O)oc(C)c1C(=O)NCC1COc2ccccc2O1 (centres undefined),-4%[58.9 µM],-3%,-10%,-7%,-5%,0%,2%,-3%,-3

Carrying on:
Pol iota inh,GRP78 ERSR act,POLK inh,Pol eta inh,Apoferritin bind,Structure,APE1 inh,POLB inh,BLM helicase inh,LDHA block
-5%,-1%,-1%,-9%,6%,CC(=O)N1CCc2cc(Br)cc(S(=O)(=O)N3CCC(C)CC3)c21,/,58%,1%,-11
-8%,-5%,-14%,-16%,-1%,COc1c(/C=N/NC(=O)c2ccccc2O)c(CCN(C)C(C)=O)cc2c1OCO2,-15%,21%,-10%,3
32%[activator],-3%,2%,-16%,-6%,CN(C)CCNC(=O)c1c(CSc2ccccc2)noc1C(=O)NCc1ccccc1,0%,6%,2%,-6
-3%,-3%,3%,4%,-9%,COc1ccc(-c2cc(C(F)(F)F)nc(SCC(=O)NCCc3ccc(OC)c(OC)c3)n2)cc1,/,19%,-6%,-2
6%,0%,1%,0%,-21%,Cc1ccc(-c2nnc(SCc3ccc(C#N)cc3)n2Cc2ccco2)cc1,-5%,17%,-7%,4
5%,-2%,5%,-8%,-9%,Cc1cccc(N(C)C(=O)CSc2nc3ncccc3o2)c1,/,9%,-2%,4
?,-2%,-10%,-2%,-2%,COc1ccc(OC)c(NC(=S)N2CCN(Cc3ccccc3)CC2)c1,2%,-1%,2%,1
-14%,-2%,5%,-10%,-9%,Cc1cc(C)nc(SCC(=O)NN=C2CCCC2)n1,4%,27%,-3%,1
?,-1%,-10%,-14%,-10%,COc1cc(/C=C2\C(=O)ON=C2c2ccccc2)cc(Cl)c1O,-10%,-25%,-2%,?
5%,1%,0%,-9%,-15%,CCCNC(=O)c1cc(-c2ccc(OC)cc2)on1,0%,4%,0%,-7
78%[activator],5%,-6%,-25%,5%,C=CCNC(=O)C(=O)NCC(c1ccc2c(c1)OCO2)N1CCOCC1 (centres undefined),13%,44%,0%,-7
46%[activator],4%,-5%,-15%,-4%,O=C1CC(N2CCN(c3ccccn3)CC2)C(=O)N1c1ccc(F)cc1 (centres undefined),11%,1%,-1%,-9
-5%,-1%&-4%,-8%,-9%,3%,NCC[C@H](O)C(=O)N[C@@H]1C[C@H](N)[C@@H](O[C@H]2O[C@H](CN)[C@@H](O)[C@H](O)[C@H]2O)[C@H](O)[C@H]1O[C@H]1O[C@H](CO)[C@@H](O)[C@H](N)[C@H]1O,?,38%,-2%&-15%,-11

An excerpt from above in order of count of non-hydrogen atoms, high to low:
Pol iota inh,GRP78 ERSR act,POLK inh,Pol eta inh,Apoferritin bind,Structure,APE1 inh,POLB inh,BLM helicase inh,LDHA block
-3%,-3%,3%,4%,-9%,COc1ccc(-c2cc(C(F)(F)F)nc(SCC(=O)NCCc3ccc(OC)c(OC)c3)n2)cc1,/,19%,-6%,-2
78%[activator],5%,-6%,-25%,5%,C=CCNC(=O)C(=O)NCC(c1ccc2c(c1)OCO2)N1CCOCC1 (centres undefined),13%,44%,0%,-7
?,1%,-24%,-17%,-7%,O=C(COc1ccc(F)cc1)NN1C(=O)CSC1=S,-3%,0%,-3%,2
